Jurkat NFkB inh = inhibitors of the PMA/ionomycin-induced NF-kB reporter in Jurkat cells; 330,000 compounds, 0.53% hits; PMA/ionomycin-induced NF-kB luciferase reporter, luminescence; AID 435003; inhibition, % at 4 µM
697 NFkB inh = inhibitors of the PMA/ionomycin-induced NF-kB reporter in 697 B cells; AID 435022; inhibition, % at 4 µM; 697 B-cell NF-kB luciferase reporter, 16 h; 330,000 compounds, 0.33% hits; in the data active = inhibition above about 35%
SENP8 block = SENP8 protease inhibition; purified SENP8, Z-RLRGG-aminoluciferin cleavage, luminescence; inhibition, % at 10 µM; 330,000 compounds, 1.2% hits; AID 2540
Target sequence (Q96LD8 whole entry, looked up): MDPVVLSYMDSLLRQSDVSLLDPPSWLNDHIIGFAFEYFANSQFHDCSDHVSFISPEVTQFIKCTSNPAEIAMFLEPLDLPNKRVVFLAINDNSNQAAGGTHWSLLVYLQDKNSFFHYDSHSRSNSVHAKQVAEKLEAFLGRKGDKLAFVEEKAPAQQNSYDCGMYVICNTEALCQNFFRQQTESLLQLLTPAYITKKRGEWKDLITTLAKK
UBC13 inh = blocks human UBC13 polyubiquitin chain formation. P61088. TR-FRET. inhibition, % at 20 µM. 330,000 compounds, 0.47% hits. AID 485273; in the data active = inhibition above about 45%, passing the limit was not always enough
Target sequence (P61088 whole entry, looked up): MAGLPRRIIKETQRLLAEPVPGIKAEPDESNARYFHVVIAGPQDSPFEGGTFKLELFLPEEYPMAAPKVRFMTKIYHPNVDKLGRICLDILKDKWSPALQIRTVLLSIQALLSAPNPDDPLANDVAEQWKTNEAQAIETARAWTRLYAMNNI
Gli-Sufu antag = blocks Gli-Sufu signaling in a luciferase reporter; AID 588413; 340,000 compounds, 0.74% hits; Sufu-KO-LIGHT fibroblasts, Gli luciferase reporter luminescence; inhibition, % at 5 µM;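 active = inhibition above about 55%, limit read from the data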;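 also: 0% = DMSO-treated cells and 100% = wells with medium but no cells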
Apaf1 inhib = human Apaf-1 inhibition; reconstituted apoptosome caspase-3 activity, DEVD-Rh110 fluorescence; 330,000 compounds, 0.71% hits; AID 489030; inhibition, % at 20 µM; O14727; active = inhibition of at least 40% at 20 µM;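 also: plate controls were DMSO wells for no effect and DEVD-CHO caspase inhibitor wells for full effect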
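System: reconstituted apoptosome with Apaf-1, cytochrome c, caspase-9, procaspase-3, dATP; Signal: Rh110 fluorescence intensity; Schedule: 30 min compound preincubation, 50 min activation, room temperature; Reagent: cytochrome c trigger plus (Z-DEVD)2-Rh110 caspase-3 substrate.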
EBI2 antag = EBI2 (human) antagonism; P32249; EBI2 beta-arrestin recruitment, luminescence, 7a,25-OHC stimulated; inhibition, % at 5 µM; 360,000 compounds, 0.81% hits; in the data active = inhibition above about 38%;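 also: enzyme fragment complementation signal reports receptor beta-arrestin coupling in cells; 0% = agonist plus DMSO wells and 100% = wells without agonist; some results beyond the cut were filed as inactive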
Target sequence (P32249 whole entry, looked up, the tested form may be a part): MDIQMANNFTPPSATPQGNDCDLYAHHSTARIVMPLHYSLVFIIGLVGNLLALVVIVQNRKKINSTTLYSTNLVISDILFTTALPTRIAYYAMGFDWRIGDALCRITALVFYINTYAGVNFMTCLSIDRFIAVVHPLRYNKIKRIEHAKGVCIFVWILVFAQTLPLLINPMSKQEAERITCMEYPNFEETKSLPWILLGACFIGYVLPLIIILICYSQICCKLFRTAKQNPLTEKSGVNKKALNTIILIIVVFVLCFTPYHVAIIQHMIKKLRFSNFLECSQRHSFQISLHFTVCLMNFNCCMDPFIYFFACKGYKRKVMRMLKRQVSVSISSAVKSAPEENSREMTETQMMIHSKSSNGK
CCR6 antagonist = blocks CCL20-driven beta-arrestin recruitment at human CCR6; AID 493098; inhibition, % at 20 µM; CHO-K1 CCR6 PathHunter beta-arrestin, luminescence, CCL20-stimulated; 340,000 compounds, 0.49% hits; P51684;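 active = compounds whose inhibition of the agonist-driven luminescence signal at 20 µM reaches about 50%, limit read from the data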;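 also: cells stimulated with CCL20 at 14 nM final; plate controls were DMSO with CCL20 for no effect and DMSO without agonist for full effect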
* hit, by the source's call; i = inactive; · = no result given. Rule as the data show it, unless noted: active = inhibition above about 50%; inactive = the rest.

SMILES | Jurkat NFkB inh | 697 NFkB inh | SENP8 block | UBC13 inh | Gli-Sufu antag | Apaf1 inhib | EBI2 antag | CCR6 antagonist
CC(=O)N1c2ccc(S(=O)(=O)N3CCC(C(=O)Nc4cccc(C(F)(F)F)c4)CC3)cc2CC1C (centres undefined) | 17 | -23 | 0 | -3 | 45 | 13 | 19 | 19
O=C1CN(C(=O)COc2ccc(F)cc2Br)c2ccccc2N1 | 1 | 10 | -5 | 18 | -7 | 4 | 1 | 1
Cc1c(N=c2scc(-c3ccccc3)n2C)c(=O)n(-c2ccccc2)n1C | -3 | -10 | -2 | 2 | -5 | -7 | 4 | 1
CC(=C/c1ccccc1)/C=N/n1cnnc1 | -11 | 6 | -17 | -7 | 3 | 2 | -3 | 2
CCc1nnc(NC(=O)c2c(OC)cccc2OC)s1 | 0 | 9 | -6 | 1 | 5 | -16 | -3 | -2
CCn1c(CC(=O)Nc2ccc(C)c(Cl)c2)nnc1SCc1ccc(Cl)c(Cl)c1 | -11 | -38 | -6 | -12 | 2 | 2 | 1 | 8
O=C(CN1CCCN(Cc2ccc(F)cc2Cl)C1=O)NC1CCCC1 | -5 | -4 | -8 | -8 | 12 | -7 | 0 | 5
O=C(Cc1ccccc1)N/N=C/c1ccc2cccc(O)c2n1 | -19 | 1 | 2 | -13 | · | 0 | 9 | 3
Cc1cc(C)c(S(=O)(=O)CCC(C)C)c(=O)[nH]1 | 10 | 6 | 3 | 1 | 31 | -4 | -1 | 2
CCOc1cc2[nH]c(=S)n(Cc3ccc(C(=O)NCCCN(CC)CC)cc3)c(=O)c2cc1OCC | -2 | -1 | 3 | 25 | 6 | 7 | -14 | 14
Cc1cnc(C(=O)OCC(=O)N(C(C)C)C(C)C)cn1 | 12 | -3 | -9 | -1 | 9 | -5 | -3 | 0
Cc1cc(C)nc(SCc2nnc(SCC(=O)Nc3ccccc3C)n2Cc2ccco2)n1 | 3 | 8 | 8 | 6 | 0 | 4 | 5 | 14
CC(C)(C)NC(=O)COC(=O)CCC(=O)c1cccs1 | 5 | 10 | -4 | -10 | 27 | -6 | -3 | 5
CN(C1CCCCC1)S(=O)(=O)c1ccc(C(=O)Nc2sc3c(c2C(N)=O)CC(C)(C)NC3(C)C)cc1 | 11 | -41 | 11 | 17 | 0 | 23 | 9 | -5
Nc1oc2ccccc2c(=O)c1-c1ccc2c(c1)OCO2 | -34 | -2 | 0 | 2 | -49 | 3 | -14 | 9
Cc1ccc(N(Cc2cc3cccc(C)c3[nH]c2=O)S(=O)(=O)c2ccccc2)c(C)c1 | 6 | -4 | -5 | 3 | -9 | 3 | -2 | 6
CCc1nnc(NS(=O)(=O)c2ccc(NC(=O)/C=C/c3ccc(F)cc3)cc2)s1 | -16 | -16 | 2 | -24 | -10 | 15 | -1 | 16
COc1ccc(CNC(=O)N2CCN(c3cccc(C)c3C)CC2)cc1OC | 2 | -12 | -6 | 5 | 4 | 20 | 36 | 4
COc1ccccc1N1CCN(C(=O)c2ccco2)CC1 | 3 | -3 | -9 | -7 | -3 | 1 | -22 | 15
C=CCN1C=CC(=C/C=C(/C#N)C(=O)OCC)C=C1 | -120 | -178 | -12 | i | -73 | 10 | 3 | 21
CCOc1ccc(NC(=S)NC(=O)c2c(Cl)c(C)nn2C)c([N+](=O)[O-])c1 | -1 | -1 | -13 | -13 | -6 | -5 | 10 | 28
COc1cccc(NC(=O)CNS(=O)(=O)c2ccc(Cl)cc2)c1 | -20 | -34 | -4 | -7 | 43 | -4 | 8 | 4
CCn1ncc(Br)c1C(=O)Nc1ncc(C)s1 | -10 | -19 | -6 | -11 | -11 | 3 | 0 | 11
S=C(Nc1cccnc1)Nc1cccc2cnccc12 | 26 | 5 | 92* | -40 | -3 | 86* | -3 | 2
CN1C(=O)C(C)(C)c2cc(S(=O)(=O)NCC3CCC(C(=O)NCc4ccc(F)cc4)CC3)ccc21 (centres undefined) | -10 | -19 | 6 | 1 | -14 | -3 | -4 | 12
O=C(c1cccc(S(=O)(=O)N2CCCCC2)c1)N1CCN(c2ccccc2)CC1 | 24 | -10 | 1 | -3 | 2 | 3 | 8 | 18
NS(=O)(=O)c1ccc(CCNCc2cc(Br)ccc2OCc2ccccc2F)cc1 | 1 | -34 | -3 | -2 | · | 17 | 1 | 14
O=C(O)CCSc1nnc(-c2cccnc2)n1-c1ccccc1 | -7 | 9 | 1 | 2 | 2 | -5 | -14 | -7
O=C(N=C1SC2CS(=O)(=O)CC2N1c1ccc(Br)cc1F)C1CC1 (centres undefined) | 6 | -2 | 2 | -2 | -6 | -6 | -2 | 11
Cc1cc(N2CCOCC2)n2nc(C)c(-c3ccc(Cl)cc3)c2n1 | 4 | 5 | -3 | 21 | -13 | 17 | 11 | 15
CN(C)CCOCCOc1ccc(Cl)cc1Br | 3 | -1 | -4 | -4 | 2 | 0 | -7 | 5
CSc1nc(N)n2nc(-c3ccc(Cl)cc3)cc2n1 | -165 | -206 | 89* | -8 | -54 | -1 | -3 | -6
CCN(CC)C(=O)CSc1nc(N)c(-c2ccccc2)c(=O)[nH]1 | 11 | 15 | 3 | 2 | -9 | -1 | -6 | -9
CNC(=O)c1c(NC(=O)CCS(=O)(=O)c2ccc(C)cc2)sc(C)c1C | -2 | -19 | 0 | -6 | -6 | 0 | 1 | -12
O=C(c1cccc([N+](=O)[O-])c1)N1CCN(c2ccc(N3CCOCC3)nn2)CC1 | 7 | 17 | 0 | -5 | -8 | -5 | -20 | -2
COCCn1c(C)cc(C(=O)CSc2cc(C)c3ccccc3n2)c1C | -2 | 14 | -12 | -2 | 1 | 11 | 5 | 20

Five structures from above, arranged by heavy-atom count, lowest first.
SMILES | Jurkat NFkB inh | 697 NFkB inh | SENP8 block | UBC13 inh | Gli-Sufu antag | Apaf1 inhib | EBI2 antag | CCR6 antagonist
CN(C)CCOCCOc1ccc(Cl)cc1Br | 3 | -1 | -4 | -4 | 2 | 0 | -7 | 5
CSc1nc(N)n2nc(-c3ccc(Cl)cc3)cc2n1 | -165 | -206 | 89* | -8 | -54 | -1 | -3 | -6
CNC(=O)c1c(NC(=O)CCS(=O)(=O)c2ccc(C)cc2)sc(C)c1C | -2 | -19 | 0 | -6 | -6 | 0 | 1 | -12
O=C(c1cccc([N+](=O)[O-])c1)N1CCN(c2ccc(N3CCOCC3)nn2)CC1 | 7 | 17 | 0 | -5 | -8 | -5 | -20 | -2
CN1C(=O)C(C)(C)c2cc(S(=O)(=O)NCC3CCC(C(=O)NCc4ccc(F)cc4)CC3)ccc21 (centres undefined) | -10 | -19 | 6 | 1 | -14 | -3 | -4 | 12

More compounds.
SMILES | Jurkat NFkB inh | 697 NFkB inh | SENP8 block | UBC13 inh | Gli-Sufu antag | Apaf1 inhib | EBI2 antag | CCR6 antagonist
COC(=O)CN(C)C(=O)c1ccccc1OC1CCN(S(C)(=O)=O)CC1 | -2 | -2 | -6 | 1 | 3 | 5 | -5 | 3
COc1ccc(CCNC(=O)COC(=O)c2ccccn2)cc1 | 0 | 8 | 5 | 16 | -8 | -6 | -14 | -2
COc1ccccc1NC(=O)O/N=C(\N)c1ccccc1 | 13 | 27 | -5 | 9 | 3 | -14 | 6 | -13
COCCNC(=O)Nc1ccc2c(c1)N(C)C(=O)CS2 | 1 | -3 | -8 | 2 | 2 | -17 | -3 | -8
Cc1csc(NC(=O)CSc2sc3c(O)cc(=O)[nH]c3c2C#N)n1 | -9 | 13 | 3 | 1 | 7 | 6 | -5 | 0
O=[N+]([O-])c1ccc(/C=N/Nc2nc(NCc3ccccc3)nc(N3CCOCC3)n2)cc1 | 5 | -26 | -2 | -6 | 19 | 1 | 3 | -9
COc1ccc(-c2[nH]c(-c3ccc(C(=O)O)cc3)nc2-c2ccccc2)cc1 | 6 | 7 | 6 | 20 | 1 | -9 | -9 | 16
O=C1CC(c2ccccc2)n2nc(NS(=O)(=O)c3ccccc3)nc2N1 (centres undefined) | 5 | 13 | -13 | -8 | 1 | -7 | -9 | -5
O=C(COC(=O)c1ccccc1Br)NC(=O)NCc1ccccc1 | -1 | 0 | 4 | 27 | -2 | 2 | -4 | 11
CCOC(=O)c1sc(NC(=S)NC(=O)C2CCCC2)cc1C | -21 | -34 | 3 | -6 | -25 | 16 | -4 | 32
Cc1ccc(OCCCC(=O)N(C)CC(=O)Nc2ccccc2Br)cc1 | -7 | 4 | -1 | 2 | -14 | 19 | 2 | 19
O=C(c1cc2ccccc2o1)N1CCN(c2ccccn2)CC1 | 14 | 10 | 4 | 3 | -1 | 9 | 51* | 10
COC(=O)c1sccc1NC(=O)c1c(F)c(F)c(F)c(F)c1F | 7 | -8 | -5 | 0 | -1 | 4 | 27 | -1
NC(=O)c1c[nH]c2ccccc12 | 1 | -24 | -17 | -6 | -7 | 4 | 5 | -8
Cc1csc(C(=O)NCC(=O)NNC(=O)c2cccc(Cl)c2)c1 | -27 | -11 | -7 | -2 | 1 | -2 | -12 | 1
Fc1ccc(N2CCN(C(=S)NCC3CCCO3)CC2)cc1 (centres undefined) | 2 | 13 | 2 | 6 | -4 | -14 | -7 | 2
Cc1ccccc1Nc1nnc(C)c(=O)n1N | 3 | -3 | 1 | 5 | -2 | -22 | -2 | -1
COc1ccc(N2C(=O)CCC(C(=O)NCc3ccccn3)C2c2ccc(F)cc2)cc1 (centres undefined) | -11 | -3 | -7 | -8 | 1 | 5 | -2 | 2
CSc1ccc(C(=O)NC2CCSc3ccccc32)cc1 (centres undefined) | 8 | -5 | -9 | -5 | -16 | 5 | -14 | -6
COc1ccc(NC(=O)COc2cccc3c2OC(C)(C)C3)cc1OC | 19 | -6 | 6 | 6 | 15 | -10 | -4 | 10
COC(=O)C1=C(C(=O)OC)[C@@H]2N(C)c3ccc(OC)cc3[C@@]23C[C@@H](C(=O)OC)N(C(=O)c2cccs2)C3=N1 | 0 | 11 | -5 | -8 | 0 | -5 | 5 | 5
CNC(=S)N/N=C(\C)c1ccc(C)c(C)c1 | -6 | 4 | -11 | 5 | -3 | -246 | -8 | 15
CN(C)CCNC(=O)Nc1ccc([N+](=O)[O-])cc1 | 9 | -22 | -5 | -11 | -6 | 17 | 1 | 6
O=C(c1ccc(CNS(=O)(=O)c2ccc(Br)cc2)cc1)N1CCCCC1 | -7 | -53 | 1 | -7 | 49 | 14 | 2 | -2
O=C(NC1CCCCC1)[C@H](O)[C@@H](O)C(=O)NC1CCCCC1 | -1 | 3 | 5 | 2 | 4 | 9 | 3 | 9
CC/C(=N\NC(=O)Cc1ccc(Br)cc1)c1cccs1 | -2 | 9 | 0 | 5 | -10 | 13 | -8 | 1
CCN(CC(=O)Nc1ccc(NC(C)=O)cc1)C(=O)c1n[nH]c(=O)c2ccccc12 | 14 | 7 | 1 | 2 | -9 | -8 | 3 | 10
CC1CCCC(NC(=S)NC(=O)c2cncc(Br)c2)C1C (centres undefined) | 0 | 6 | 3 | 18 | 0 | 18 | 0 | 13
CC(=O)c1c(Cl)nc2cccc3c2c1-c1ccccc1C3=O | -8 | -62 | -8 | -26 | -10 | 15 | 2 | -20
O=C(Nc1cccnc1)c1sc2cccc(F)c2c1Cl | -102 | -24 | -5 | -2 | -42 | 12 | -11 | -11
CCCCCc1nnc(N)s1 | 4 | 23 | 4 | 18 | -3 | -17 | -4 | 2
Cc1c(C(=O)Nc2cnccn2)oc2ccccc12 | -4 | 8 | -13 | 11 | -20 | -10 | -2 | -4
COc1cccc(CN2CCN(S(=O)(=O)c3ccc(NC(C)=O)cc3)CC2)c1OC | 18 | 0 | -1 | -4 | 6 | 5 | -2 | 11
CCCSc1nnc(C(C)C)n1N | 3 | 10 | 1 | 0 | 4 | 10 | 3 | -4
Cc1ccc(S(=O)(=O)c2c(C)cc(C)nc2N2CCOCC2)cc1 | -6 | -13 | -2 | -5 | 1 | 10 | 5 | 15
Cc1nc(C)c(C(=O)OCC(=O)N2CCN(c3ccccc3)CC2)s1 | 17 | 11 | 9 | -1 | 4 | -6 | -9 | -13
Cc1ccc(NC(=O)C2CC(=O)Nc3ncnn32)cc1Cl (centres undefined) | -4 | 28 | -8 | 27 | -7 | -2 | -4 | 9

Screening results as filed in PubChem BioAssay.

Not all compounds are listed (hit frequency here may not be typical).
